TAG inh: inhibitors of triacylglycerol accumulation, primary screen, cell-based, uHTS, fluorescence, H9c2; H9c2 cells, Nile Red lipid (TAG) fluorescence; cells loaded with 200 µM oleic acid; inhibition, % at 12.5 µM; actives 0.66% (n = 230,000);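 active = pattern-corrected inhibition of lipid staining of at least 50% with the nuclear-stain viability signal not falling by more than 50%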;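 also: 0% = DMSO wells and 100% = triacsin C control wells; some results filed as inactive read as strong as hits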
TAG inh DAPI viability: second read-out of TAG inh, no call of its own (marks repeat the call); DAPI nuclei signal change (viability), lower = more cytotoxic, %;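 whole-well DAPI fluorescence read on a plate reader as a viability signal; minus 50 percent equals half of cells still viable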
Active calls of the source: *.

SMILES | TAG inh | TAG inh DAPI viability
COc1ccc(NC(=O)CS(=O)(=O)Cc2ccccc2)c([N+](=O)[O-])c1 | -6 | -2
Cc1ccc(NC(=O)NNC(=O)COc2ccc3ccccc3c2)cc1 | 5 | 5
C=CCC1(CC=C)CC(Cc2cnccn2)N(C(=O)OC(C)(C)C)C1 (stereo not given) | -25 | 10
O=C(O)c1ccc(N=C2c3ccccc3-c3ccccc32)cc1 | -2 | 9
O=c1[nH]cc(S(=O)(=O)N2CCCc3ccccc32)c(=O)[nH]1 | 3 | 4
CC(OC(=O)c1cc(=O)[nH]c2ccccc12)C(=O)NCc1ccccc1 (stereo not given) | 16 | -14
Cn1c(=O)c2c(-c3ccccc3)n(Cc3cccnc3)cc2n(C)c1=O | 3 | -3
Cn1c(Cc2cccs2)n[nH]c1=S | -4 | 7
O=C(O)c1ccc(N2C(=O)Nc3ccccc3N2O)cc1 | 7 | -5
Cc1cccc(CNC(=O)Nc2nnc([C@@H]3C[C@H](O)[C@@H](CO)O3)s2)c1 | 7 | 9
C/C(=N\NC(N)=O)c1c(F)cccc1F | 4 | -1
COc1ccc(CN2C(=O)C(CC(=O)NCC3CCCCC3)CC(C(=O)N3CCOCC3)=C2C)cc1 (stereo not given) | 16 | -3
Cc1cc(NC(=O)COC(=O)CNS(=O)(=O)c2ccc(C)c(C)c2)no1 | -1 | -9
COc1ccc(-n2ncc3c2CC(C)(C)CC3NC(=O)CCn2cncn2)cc1 (stereo not given) | 7 | -2
CCCCCCSC1=C(C#N)C(c2ccc(O)cc2)CC(=O)N1 (stereo not given) | -3 | -2

Sorted by SMILES length (ascending): 3 of the compounds above
SMILES | TAG inh | TAG inh DAPI viability
Cn1c(Cc2cccs2)n[nH]c1=S | -4 | 7
CCCCCCSC1=C(C#N)C(c2ccc(O)cc2)CC(=O)N1 (stereo not given) | -3 | -2
COc1ccc(CN2C(=O)C(CC(=O)NCC3CCCCC3)CC(C(=O)N3CCOCC3)=C2C)cc1 (stereo not given) | 16 | -3

(listing goes on)
SMILES | TAG inh | TAG inh DAPI viability
N#CC(Sc1ccccn1)c1ccc(Cl)cc1 (stereo not given) | 1 | 15
Cc1nn(-c2ccccn2)c2c1C(=O)CC(C)(C)C2N=[N+]=[N-] (stereo not given) | -3 | 5
NC(=O)c1cccc(-c2ccnc3c2CC(C(=O)Nc2cccc(Oc4ccccc4)c2)O3)c1 (stereo not given) | 11 | -4
NNC(=O)c1ccc(-c2ccccc2F)cc1 | 10 | -7
O=C(NC1CCCCC1)C(c1ccncc1)N(C(=O)Cc1cccs1)c1ccccc1 (stereo not given) | 3 | 8
O=C1CSC(c2ccccc2)N1Nc1nc(N2CCOCC2)nc(N2CCOCC2)n1 (stereo not given) | -10 | -5
CNc1ncnc2c1ncn2[C@H]1CN(Cc2cccc3ccccc23)C[C@@H](CO)O1 | 3 | 3
CC1(c2ccccc2Cl)NC(=O)N(CC(=O)NCCC2=CCCCC2)C1=O (stereo not given) | 11 | -10
COc1ccc(-n2c(C)c(C(C)=O)c3cc(OC(C)=O)ccc32)cc1 | -32 | -4
CCOC(=O)C1CCN(Cc2cn(C)nc2-c2ccc(Oc3ccccc3)cc2)CC1 | -4 | 18
COC(=O)c1cc(N=Cc2c(O)c3ccccc3oc2=O)cc(C(=O)OC)c1 | 4 | -3
Nn1c(SCC(=O)NCC2CCCO2)nnc1-c1ccco1 (stereo not given) | -15 | -1
NC(=O)c1cccnc1 | -9 | -8
CCOc1ccc(C(C)=O)cc1CSc1nnnn1-c1ccc(O)cc1 | -1 | -10
CCOC(=O)[C@@H]1[C@H]2COc3cc(OC)ccc3[C@H]2N2C(=O)N(c3ccc(Cl)cc3)C(=O)[C@]12C | 15 | -7

Reformatted with two lines to a compound: entries from further up.
Screens in order – TAG inh	TAG inh DAPI viability
> O=c1[nH]cc(S(=O)(=O)N2CCCc3ccccc32)c(=O)[nH]1
    3	4
> CC(OC(=O)c1cc(=O)[nH]c2ccccc12)C(=O)NCc1ccccc1 (stereo not given)
    16	-14
> Cn1c(=O)c2c(-c3ccccc3)n(Cc3cccnc3)cc2n(C)c1=O
    3	-3

Additional compounds follow:
SMILES | TAG inh | TAG inh DAPI viability
CN(Cc1cccc(F)c1)C(=O)c1ccc(S(=O)(=O)N2CCCCCC2)cc1 | -10 | -5
O=C(Nc1ccc2c(c1)OCCO2)C1c2ccccc2C(=O)N2CCc3ccccc3C12 (stereo not given) | 18 | -25
Nc1ccc2nc3c(=O)n(C4CCCCC4)c(=O)[nH]c3nc2c1 | -4 | -4
CC(=O)NCCOc1cccc(OCCNC(C)=O)c1 | 10 | -3
O=C(CSc1ccc(Cl)cc1)NCc1ccncc1 | -10 | 7
CC(C)(C)c1cc(=O)n2c(nc3ccccc32)[nH]1 | 8 | -1
CCCS(=O)(=O)N1CCC(CCOc2ccccc2)(C(=O)OCC)CC1 | 3 | -6
Cc1ccc(S(=O)(=O)c2ccccc2)cc1S(=O)(=O)N1CCOCC1 | -14 | 1
CCN(c1ccccc1)S(=O)(=O)c1ccc(OC)c(NC(=O)c2cc(F)c(F)c(F)c2F)c1 | 2 | 1
CC(C)(CO)NC(=O)CC1C(=O)NCCN1CC(c1ccccc1)c1ccccc1 (stereo not given) | 9 | -2
O=C(COc1ccccc1)Nc1ccc(F)cc1 | 2 | 1
CN1C(=O)/C(=C/c2ccc(C(=O)NC3CCCC3)cc2)Oc2ccccc21 | -5 | 48
CC(C)N(C)c1ncnc2c1ncn2[C@H]1CN(CCc2ccccc2)C[C@@H](CO)O1 | 7 | -7
O=C(Nc1ccc(NC(=O)C2CCCN2C(=O)OCc2ccccc2)cc1)c1ccco1 (stereo not given) | -16 | 1
Cc1c(C(=O)NCc2ccc3c(c2)OCCO3)sc(=O)n1Cc1ccc(C(=O)N(C)C)cc1 | -12 | -6
O=C(CSc1ccccc1)Nc1ccccc1N1CCOCC1 | -58 | -8
O=C(CN(c1ccc(F)cc1)S(=O)(=O)c1ccc2c(c1)OCCO2)Nc1cccnc1 | -3 | 2
Cc1ccc(S(=O)(=O)N2CCN(C(=O)N3CCOCC3)C2C(C)C)cc1 (stereo not given) | 8 | 3
C=CCOC(=O)c1ccccc1C(=O)OCC1CO1 (stereo not given) | 0 | -1
Cc1ccc(NS(=O)(=O)c2ccc3c(c2)NC(=O)C(C)C(=O)N3)c(Cl)c1 (stereo not given) | -3 | -7
O=C1Cc2cc(S(=O)(=O)Nc3cccc(F)c3)ccc2N1 | -12 | -5
COc1cccc2sc(N3CCN(C(=O)C4COc5ccccc5O4)CC3)nc12 (stereo not given) | -1 | -6
O=C(NCCOc1ccccc1Cl)c1ccc2c(c1)S(=O)(=O)c1cc(Cl)ccc1C2=O | -16 | -13
O=C1C2CCCN2C(c2ccc(F)c(F)c2)N1c1cccc(Cl)c1 (stereo not given) | 6 | -4
CCOc1ccc2oc(C(=O)Nc3ccc(N4CCOCC4)cc3)c(C)c2c1 | 39 | 11
CCN1CCN(CCCNC(=O)C2CCCN(c3nc4c(C)cc(C)cc4s3)C2)CC1 (stereo not given) | 24 | -1
O=C(O)CC/C(=N\NC(=O)CNC(=O)c1ccc(F)cc1)c1ccccc1 | -1 | -1
COc1ccc(Cl)cc1Nc1cc(C)nc2ccccc12 | -3 | 3
CCOc1ccc(Nc2nc(N)nc(CSC(=S)N3CCN(c4ccccc4)CC3)n2)cc1 | 0 | 3
Cc1nn(CCCC(=O)N2CCc3ccccc3C2)c(=O)c2cc3sccc3n12 | 3 | -5
Cc1ccc(S(=O)(=O)N2[C@@H](c3ccc(C(C)(C)C)cc3)C(C(=O)O)=CC[C@H]2c2ccc(Cl)cc2)cc1 | -2 | -1
NC(=S)Nc1ncc(CCN2CCOCC2)c(-c2ccc(F)cc2)n1 | -7 | 7
CCc1nnc(NC(=O)CSc2nc(-c3ccc(OC)cc3)ns2)s1 | -4 | 7
O=C(c1ccc(COc2ccccc2Cl)o1)N1CCN(c2ccccc2)CC1 | -11 | -5
COc1ccc2c(c1O)Cc1ccccc1C2=O | -9 | 4
O=S(=O)(c1cccc2ccccc12)N1CCC2CC1c1cc(Cl)ccc12 (stereo not given) | -12 | 1
Cn1c(SC2=CS(=O)(=O)c3ccccc32)nc2ccccc21 | 51 | -53
COc1cc(-c2nnc(-c3ccc(N4CCOCC4)cc3)o2)cc(OC)c1OC | -3 | -3
COc1ccc(CCNC(=O)C2Cc3ccccc3C(=O)O2)cc1 (stereo not given) | 3 | -13
CCOC(=O)c1ncccc1NC(=O)CC(=O)Nc1cccnc1C(=O)OCC | 8 | -3
CCOC(=O)c1cccc(NC(=O)/C=C/c2ccc3c(c2)OCO3)c1 | -5 | 13
O=C(c1ccc(F)cc1F)N1CCN(c2n[nH]c(=O)[nH]c2=O)CC1 | 1 | -5
CN(C)c1cccc(CNC(=O)c2csc([C@@H]3O[C@H](CO)[C@H](O)[C@H](O)[C@H]3O)n2)c1 | 12 | -7
COC(=O)c1c(NC(=O)c2c(-c3ccccc3Cl)noc2C)sc2c1CCC2 | -10 | -11
CC(=O)N(CCC(Cc1ccccc1)c1ccc2c(c1)OCO2)Cc1ccc(Cl)cc1 (stereo not given) | -15 | -7
O=C(COC(=O)Cn1cnc2ccccc2c1=O)Nc1ccc2c(c1)OCO2 | -5 | -1
CCC1(c2ccc(F)cc2)NC(=O)N(CC(=O)N2CCOCC2)C1=O (stereo not given) | -20 | -6
Cc1ccc(C)c(NC(=O)CN(C)C(=O)c2cc3c(s2)CCCCC3)c1 | 20 | -6
CCN(CC)c1ccc(C=C2C(=O)OC(c3ccccc3)OC2=O)cc1 (stereo not given) | -5 | -4
O=C(NNc1cccc(Cl)c1)c1cccnc1Oc1ccccc1 | -8 | 1
CC(=O)Nc1cccc(/C(C)=N/Nc2ccc(S(=O)(=O)Nc3ccccc3C(=O)O)cc2[N+](=O)[O-])c1 | 20 | -6
Cc1cc(C(=O)N2CCc3c([nH]c4ccccc34)C2c2cccc(Cl)c2)nn1C (stereo not given) | 8 | 16
O=c1n(Cc2ccc(F)cc2)nc2n1-c1ccccc1SC2 | -17 | 0
Cc1cccc(C(=O)N2CCCC(N3CCN(Cc4ccc5c(c4)OCO5)CC3)C2)n1 (stereo not given) | 11 | -23
CN(CCCn1c(=S)[nH]c2ncccc2c1=O)Cc1ccccc1 | 2 | 7
Cc1nc(=S)c2ccccc2[nH]1 | 6 | 1
Cc1ccc(N=Cc2c(C)[nH]n(-c3ccccc3)c2=O)nc1 | 1 | 5
CN(C)c1ccc(C=C2C(=O)OC(C)(C)OC2=O)cc1 | 5 | -6
CSc1ncnc2c1ncn2CCCNCCc1ccccn1 | 1 | -1
Cc1cc(C)c(NC(=O)CCN2C(=O)c3ccccc3S2(=O)=O)c(C)c1 | 2 | -5
The results go on:
SMILES | TAG inh | TAG inh DAPI viability
Cc1sc(NC(=O)c2ccco2)c(CN2CCC(C)CC2)c1C | -13 | -6
CC(C)(C)c1ccc(-c2ncccc2O)cc1 | 9 | -6
Nc1cc(C(F)(F)F)ccc1C(=O)O | 5 | 0
Cc1ccc2c(c1)NC(=O)C(CC(=O)NCCN(C)C)O2 (stereo not given) | -15 | -7
COC(=O)C1CSC(C(=O)OC)N1C(=O)Nc1ccc(Cl)c(Cl)c1 (stereo not given) | 13 | 2
CCOc1nnc(C)c2c(C)n(-c3cccc(Cl)c3)nc12 | -1 | 3
CC(C)n1nnnc1SCC(=O)Nc1ccccc1N1CCOCC1 | 5 | -8
O=C(c1ccccc1F)N1CCN(c2ccc([N+](=O)[O-])c3cccnc23)CC1 | -9 | -2
O=C(COC(=O)c1n[nH]c(=O)c2ccccc12)Nc1ccccc1 | -4 | -4
CN(C)CCN=Cc1c(O)n(Cc2ccccc2)c(=O)c2ccccc12 | 2 | 11
COc1ccc(CNC(=O)C2CCN(C(=O)c3ccccc3)CC2)cc1 | 3 | 3
Cc1ccc(COC(=O)c2nn(-c3ccccc3)nc2N)cc1 | 16 | 16
Cc1ncsc1CCOC(=O)c1ccc(N2CCOCC2)c([N+](=O)[O-])c1 | 3 | -3
CC1CC(C)CN(CC(C)(C)NS(=O)(=O)c2ccc(Cl)cc2)C1 (stereo not given) | -8 | 20
CCC/C(O)=C1\C(=O)CCCC1=NCCc1c(C)[nH]c2ccccc12 | -6 | 2

The closing 5 compounds of the section before come first, to join the parts.
SMILES | TAG inh | TAG inh DAPI viability
COc1ccc(CNC(=O)C2CCN(C(=O)c3ccccc3)CC2)cc1 | 3 | 3
Cc1ccc(COC(=O)c2nn(-c3ccccc3)nc2N)cc1 | 16 | 16
Cc1ncsc1CCOC(=O)c1ccc(N2CCOCC2)c([N+](=O)[O-])c1 | 3 | -3
CC1CC(C)CN(CC(C)(C)NS(=O)(=O)c2ccc(Cl)cc2)C1 (stereo not given) | -8 | 20
CCC/C(O)=C1\C(=O)CCCC1=NCCc1c(C)[nH]c2ccccc12 | -6 | 2
O=C(O)c1cc(-n2cccc2)ccc1N1CCOCC1 | 1 | 1
CCCCNC(=O)C1(C)CCCCN1C(=O)c1ccc2c(c1)CCO2 (stereo not given) | 1 | 3
O=C(NCCCN1CCOCC1)C(=O)NCCc1ccccc1 | 1 | 0
CCOC(=O)N1CCC(N(CCN(C)C)C(=S)Nc2cccc(OC)c2)CC1 | -4 | 1
COc1ccc(C(CNC(=O)CNC(=O)c2cccc(C)c2)N2CCCCC2)cc1 (stereo not given) | 6 | -7
O=C(Cc1ccccc1)CC(CC(=O)c1ccccc1)c1ccccc1 (stereo not given) | -36 | 4
Cc1cc(-c2csc(N)n2)c(C)n1CCc1ccccc1 | -16 | -5
C=CCc1c(C)nc(-c2ccccc2)nc1N/N=C/c1ccccc1 | 4 | 6

One compound at a time, as listed above. Values in the order: TAG inh	TAG inh DAPI viability
Results for O=C(COC(=O)c1n[nH]c(=O)c2ccccc12)Nc1ccccc1 : -4	-4
Results for Cc1ccc(N=Cc2c(C)[nH]n(-c3ccccc3)c2=O)nc1 : 1	5
Results for Cc1cc(-c2csc(N)n2)c(C)n1CCc1ccccc1 : -16	-5
Results for COc1ccc(-n2ncc3c2CC(C)(C)CC3NC(=O)CCn2cncn2)cc1 (stereo not given) : 7	-2
Results for O=C(NC1CCCCC1)C(c1ccncc1)N(C(=O)Cc1cccs1)c1ccccc1 (stereo not given) : 3	8

Some of the compounds tested, so the mix of outcomes need not match the whole.
